PglD inh = PglD (C. jejuni) enzyme inhibition | AID 602405 | purified PglD enzyme, DTNB colorimetric CoA detection | 360,000 compounds, 0.098% hits | inhibition, % at 12.5 µM; in the data active = inhibition above about 16%, passing the limit was not always enough; note: strong numbers were not always called active
RAD52 inh = blocks human RAD52 DNA annealing | 360,000 compounds, 0.46% hits | AID 651710 | inhibition, % at 18.7 µM | recombinant RAD52 DNA annealing, FRET fluorescence | P43351;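 active = every replicate showing at least 50% inhibition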
E-selectin induc = E-selectin induction on HUVECs. activation, % at 7.58 µM. P16581. HUVEC E-selectin immunofluorescence imaging; normalized: neutral wells 0, TNF-alpha wells 100. 260,000 compounds, 0.37% hits;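 active = mean E-selectin-positive cell signal at least 10% of the positive control, reached in at least 60% of replicates, without over 20% cell loss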;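 note: in these data hits start at about 27%; measured in HUVEC primary endothelial cells; signal is the percent of cells scored E-selectin positive by PE staining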
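Read-out: % PE-positive cells | Test system: HUVEC | Doses: One compound dose added by pin transfer | Buffer or medium: EGM-2 over gelatin coat | Signal: Immunofluorescence imaging | Benchmarks: TNF-alpha, DMSO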
Cneo AK release = causes C. neoformans cell lysis. adenylate kinase release luminescence, 4 h; normalised: neutral wells 0, clomiphene wells 100. lysis activity, % at 15 µM. 360,000 compounds, 0.2% hits. AID 651654;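 active = mean lysis activity across replicates of at least 80%, whatever share of replicates individually reach that level; inactive = mean lysis activity below 80%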
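Material: C. neoformans cells; Schedule: 4 h static compound exposure, 37 °C, read 1 h post-reagent; Measured by: adenylate kinase release luminescence; Read-out: signal increase indicating cell lysis; Controls: Clomiphene as positive lysis control.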
PGC1a acetyl inh = lowers PGC1a acetylation signal in U2OS cells | 350,000 compounds, 0.17% hits | inhibition, % at 15.6 µM | AlphaScreen anti-acetyl-lysine; with virally co-expressed GCN5 acetyltransferase;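 active = every replicate shows inhibition of at least 40%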;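 note: 0% = neutral control wells and 100% = positive control wells; some results beyond the cut were filed as inactive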
miR122 inh = blocks miR-122 activity in Huh7 sensor cells. Huh7 miR-122 Renilla luciferase sensor, 48 h; neutral wells = 0, positive control = 100. activation (reporter increase), % at 12.5 µM. 340,000 compounds, 0.3% hits. AID 602342;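 active = mean replicate activation score at least 90 and every replicate individually at or above 90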;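 note: higher luciferase means less miR-122 activity so hits act as miR-122 inhibitors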
RAD54 inh = blocks human RAD54 Holliday junction branch migration; 360,000 compounds, 0.14% hits; Q92698; FAM/BHQ fluorescence; inhibition, % at 10.4 µM;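 active = mean normalized replicate activity at least 40 and at least half of replicates scoring 40 or more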;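 note: 0% = median of neutral control wells and 100% = median of positive control wells; inhibitors cause a drop in the FAM fluorescence signal; in these data hits start at about 50%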
Target sequence (Q92698 whole entry, looked up): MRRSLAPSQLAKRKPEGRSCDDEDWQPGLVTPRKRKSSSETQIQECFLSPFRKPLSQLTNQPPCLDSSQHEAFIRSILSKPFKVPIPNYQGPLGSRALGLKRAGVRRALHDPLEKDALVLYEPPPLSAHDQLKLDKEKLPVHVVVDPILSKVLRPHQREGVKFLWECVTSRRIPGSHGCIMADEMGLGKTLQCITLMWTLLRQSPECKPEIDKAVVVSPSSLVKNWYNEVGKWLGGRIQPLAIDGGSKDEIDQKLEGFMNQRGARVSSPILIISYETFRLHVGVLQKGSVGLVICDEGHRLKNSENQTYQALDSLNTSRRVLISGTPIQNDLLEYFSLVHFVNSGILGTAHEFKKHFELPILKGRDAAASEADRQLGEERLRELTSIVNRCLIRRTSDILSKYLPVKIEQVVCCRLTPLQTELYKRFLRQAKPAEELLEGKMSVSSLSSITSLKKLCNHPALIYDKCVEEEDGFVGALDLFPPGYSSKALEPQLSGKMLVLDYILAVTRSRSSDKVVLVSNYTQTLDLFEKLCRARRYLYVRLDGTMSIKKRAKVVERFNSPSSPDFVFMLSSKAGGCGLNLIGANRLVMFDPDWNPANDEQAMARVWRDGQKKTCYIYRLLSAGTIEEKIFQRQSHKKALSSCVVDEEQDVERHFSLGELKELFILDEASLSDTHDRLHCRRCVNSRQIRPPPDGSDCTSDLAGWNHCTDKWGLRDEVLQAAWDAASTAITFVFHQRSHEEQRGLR
ERAP1 HTS inh = inhibitors of human ERAP1 aminopeptidase. Q9NZ08. recombinant ERAP1, Leu-AMC fluorescence, 60 min. inhibition, % at 10.7 µM. 340,000 compounds, 0.15% hits. AID 652197;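 active = mean replicate inhibition of at least 30%, or all replicates individually reaching that 30% level; inactive = mean below 30% and not every replicate reaching it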;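 note: 0% = neutral control wells and 100% = L-leucinethiol positive control wells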
Numbers without * were called inactive; x = no result given; [ ] = dose if it differs, or a comment.

SMILES	PglD inh	RAD52 inh	E-selectin induc	Cneo AK release	PGC1a acetyl inh	miR122 inh	RAD54 inh	ERAP1 HTS inh
C=CCNc1nc(NCc2ccccc2)c(C#N)c2c1CN(C)CC2	-1	x	x	4	-21	57	12	x
Cc1nc2nc(-c3ccco3)nn2c(C)c1Cl	1	x	x	-10	-2	40	-6	x
CC(C)=C(C#N)c1nc2ccccc2s1	-2	x	x	1	-7	0	-5	x
CC(=O)c1cccc(S(=O)(=O)NC(C)C2CC3CCC2C3)c1 (stereo not given)	0	-11	x	1	-1	14	14	2
Cc1nc2nc(C)c(NS(=O)(=O)c3ccc(Cl)s3)c(=O)n2[nH]1	4	-6	x	-4	20	-1	7	1
COc1ccc(S(=O)(=O)NCCCN2CCOCC2)cc1F	1	14	0.1	2	-13	8	-6	0
COCC(=O)N(C)C[C@H]1Oc2cc(-c3cncnc3)ccc2S(=O)(=O)N([C@@H](C)CO)C[C@@H]1C	-2	-7	0.2	-8	4	4[16.7 µM]	-4	0
O=C(Cc1nnc(NC(=O)Nc2ccccc2)s1)Nc1ccccc1	-2	-9	1.1	-1	36	-4	0	3
Cc1cnc(C(=O)NCC(=O)Nc2ccccc2Br)cn1	2	-26	x	x	-5	-4	-7	-6
Cc1ccccc1CN1C2=NCCCN2c2ccccc21	-7	x	x	2	x	-7	-13	x
CN(CC(=O)NCCCn1ccnc1)S(=O)(=O)c1ccc(Cl)cc1	-3	4	0.7	1	4	8	0	-1
NS(=O)(=O)c1ccc(CNC(=O)c2ccc3c(c2)OCO3)cc1	0	-17	-0.4	3	3	-2	-5	2
Cc1ccc(S(=O)(=O)N(C)C[C@@H]2OCCCC[C@H](C)Oc3ccc(NS(=O)(=O)c4cccs4)cc3C(=O)N([C@@H](C)CO)C[C@H]2C)cc1	4	-12	x	-1	6	1[16.7 µM]	-8	-1
CCc1nc2ccc(C(=O)NCCc3ccccn3)cn2c1N(C)Cc1ccc(N(C)C)cc1	-4	-11	-0.5	-1	x	-4	-2	-3
O=C([C@H]1[C@H](CO)[C@H]2Cn3c(cccc3=O)[C@@H]1N2CC1CCCC1)N1CCCCC1	-5	3	-0.3	19	x	-2[16.7 µM]	20	-1
COc1ccc(OC)c(NC(=O)C2CCCN2S(=O)(=O)c2ccc3c(c2)CC(C)N3C(C)=O)c1 (stereo not given)	-8	4	-0.1	4	9	x	6	-3
NC(=O)c1c(NC(=O)C(=O)N2CCOCC2)sc2c1CCCC2	8	-11	x	0	3	-5	-6	2
Nc1nnc(CCOc2ccccc2Cl)s1	-3	x	x	8	-6	-6	3	x
O=C(CS(=O)(=O)c1ccccc1)Nc1nnc(C(F)(F)F)s1	4	-8	x	-1	x	x	-8	-2
CC1(C)CC(=O)/C(=C(\O)c2ccccc2)C(=NCCc2ccccc2)C1	4	-9	x	1	6	-1	-7	0
COc1ccc(NC(=O)CSc2c(C)nn(-c3nnc(C)c(=O)[nH]3)c2C)cc1	0	x	x	1	0	-1	-4	x
CCOC(=O)CC1C(=O)NCCN1C(=O)c1cc2c(=O)n3cccc(C)c3nc2s1 (stereo not given)	-5	0	6.4	0	9	-6	0	-13
O=C(Cc1ccccn1)N[C@@H]1CC[C@H](CCn2cc(-c3ccc(F)cc3)nn2)O[C@H]1CO	x	-22	0.2	x	-8	x	x	2
Cc1noc(C)c1S(=O)(=O)Nc1ccc2c(c1)C(=O)N([C@@H](C)CO)C[C@@H](C)[C@H](CN(C)Cc1ccccc1)OCCCC[C@H](C)O2	-2	2	0.0	0	-12	-4[16.7 µM]	-4	6
C[C@@H]1CCCCO[C@@H](CN(C)C(=O)Nc2cccc3ccccc23)[C@@H](C)CN([C@H](C)CO)C(=O)c2cc(NC(=O)Cc3ccccc3)ccc2O1	2	-6	-0.2	1	8	3[16.7 µM]	-2	-2

Brought forward from above: 4 entries, then new ones.
SMILES	PglD inh	RAD52 inh	E-selectin induc	Cneo AK release	PGC1a acetyl inh	miR122 inh	RAD54 inh	ERAP1 HTS inh
CCOC(=O)CC1C(=O)NCCN1C(=O)c1cc2c(=O)n3cccc(C)c3nc2s1 (stereo not given)	-5	0	6.4	0	9	-6	0	-13
O=C(Cc1ccccn1)N[C@@H]1CC[C@H](CCn2cc(-c3ccc(F)cc3)nn2)O[C@H]1CO	x	-22	0.2	x	-8	x	x	2
Cc1noc(C)c1S(=O)(=O)Nc1ccc2c(c1)C(=O)N([C@@H](C)CO)C[C@@H](C)[C@H](CN(C)Cc1ccccc1)OCCCC[C@H](C)O2	-2	2	0.0	0	-12	-4[16.7 µM]	-4	6
C[C@@H]1CCCCO[C@@H](CN(C)C(=O)Nc2cccc3ccccc23)[C@@H](C)CN([C@H](C)CO)C(=O)c2cc(NC(=O)Cc3ccccc3)ccc2O1	2	-6	-0.2	1	8	3[16.7 µM]	-2	-2
CC(C)NC(=O)c1onc(CSc2ccncc2)c1C(=O)NC(C)C	0	-6	-0.2	0	x	x	6	x
CCN(c1ccccc1)S(=O)(=O)c1ccc(F)cc1C	15	x	x	0	-13	-6	5	x
COc1cccc(-c2cn3nc(C)c(C)nc3n2)c1	-3	x	x	-9	-4	-7	2	x
CCN(CC)C(=O)c1cccc(-c2ccc(OC)cc2)c1	-1	x	x	-1	-1	1	2	x
O=C(N/C(=C/c1ccco1)C(=O)N1CCCCCC1)c1cccs1	7	x	x	1	x	-1	-2	x
CCOc1cc(C(C(=O)NCC2CCCO2)N(C(=O)Cn2nnc3ccccc32)c2ccc(OC)c(OC)c2)ccc1O (stereo not given)	8	-3	x	2	0	2	1	1
COc1cnn(-c2ccccc2)c(=O)c1SCc1ccc(Cl)cc1Cl	5	x	x	1	-9	10	11	x
Cc1nn(C(C)(C)C)c(C)c1/C=N/OC(=O)Nc1ccc(Cl)cc1	0	-15	x	-1	-7	-9	0	-2
COc1cccc(N2CCN(C(c3ccccn3)c3nnnn3C(C)(C)C)CC2)c1 (stereo not given)	0	x	x	1	12	-2	-1	x
CCc1nc(SCc2ccccn2)[nH]c(=O)c1C	x	-25	0.1	x	1	x	x	3
COC(=O)[C@H]1[C@H](CO)[C@H]2Cn3c(ccc(-c4cccnc4)c3=O)[C@H]2N1Cc1cccc(F)c1	7	-15	0.1	54	x	x	-2	4
O=C(c1cc(-c2cccs2)nc2ccccc12)N1CCN(c2ccccc2O)CC1	x	-2	0.4	x	-20	x	x	2
COc1ccc(Cl)cc1NC(=O)CN1CCC(n2nnc3ccccc32)CC1	-1	x	x	-4	-10	3	1	x
O=C(NCCN1CCOCC1)c1cc(S(=O)(=O)NCCCN2CCCC2=O)ccc1Cl	-1	x	x	0	x	-21	-8	x
CCCc1cc(C(=O)Nc2sc(C)c(C)c2C(=O)OCC)no1	-2	7	0.2	-4	10	-3	2	1
O=C(NC1CCCCCC1)C1CC(=O)N(c2ccc(Cl)cc2)C1 (stereo not given)	-1	-7	0.3	2	-6	2	7	-5
COc1ccc(C(C(=O)NCC2CCCO2)N(Cc2ccc(F)cc2)C(=O)CNC(=O)c2ccco2)cc1OC (stereo not given)	3	0	x	1	x	x	1	3
COc1ccc(COCC(O)CN2CCc3ccccc3C2)cc1OC (stereo not given)	x	10	1.3	x	1	-5	x	0
C[C@@H]1CN([C@H](C)CO)C(=O)c2cc(-c3cccnc3)cnc2O[C@@H]1CN(C)C(=O)Nc1ccc(C(F)(F)F)cc1	-2	5	0.1	6	0	-4[16.7 µM]	3	-3
CCCC#Cc1ccc2c(c1)O[C@@H](CN(C)C(C)=O)[C@@H](C)CN([C@@H](C)CO)S2(=O)=O	-1	-5	0.2	6	0	5[16.7 µM]	1	-1
OC[C@H]1[C@H](c2ccc(Br)cc2)[C@H]2CN(Cc3cncnc3)CCCCN21	4	-1	0.2	1	6	5[16.7 µM]	-4	0
CCn1cc(C(=O)Nc2cccc(C(=O)OC)c2)c(=O)c2ccc(C)nc21	-3	x	x	5	12	2	-10	x
COc1cccc(C(=O)COC(=O)c2n[nH]c(=O)c3ccccc23)c1	x	-13	-0.8	x	37	-3	x	-3
COc1ccc(CCN(C)C(=O)COc2ccc(C(=O)c3ccccc3)cc2)cc1OC	0	-7	-1.0	0	6	9	5	3
Cc1noc(C)c1S(=O)(=O)N(C)C[C@@H]1Oc2ccc(NC(=O)NC(C)C)cc2CC(=O)N([C@H](C)CO)C[C@H]1C	0	8	0.4	-2	-4	11[16.7 µM]	-9	1

In the list so far, these have two or more sulfur atoms:
SMILES	PglD inh	RAD52 inh	E-selectin induc	Cneo AK release	PGC1a acetyl inh	miR122 inh	RAD54 inh	ERAP1 HTS inh
Cc1nc2nc(C)c(NS(=O)(=O)c3ccc(Cl)s3)c(=O)n2[nH]1	4	-6	x	-4	20	-1	7	1
Cc1ccc(S(=O)(=O)N(C)C[C@@H]2OCCCC[C@H](C)Oc3ccc(NS(=O)(=O)c4cccs4)cc3C(=O)N([C@@H](C)CO)C[C@H]2C)cc1	4	-12	x	-1	6	1[16.7 µM]	-8	-1
O=C(CS(=O)(=O)c1ccccc1)Nc1nnc(C(F)(F)F)s1	4	-8	x	-1	x	x	-8	-2

(continued)
Values run as follows: PglD inh | RAD52 inh | E-selectin induc | Cneo AK release | PGC1a acetyl inh | miR122 inh | RAD54 inh | ERAP1 HTS inh
- CC(=O)Nc1ccc(Nc2nc(-c3sc(C)nc3C)cs2)cc1
  1 | -7 | x | 7 | -5 | -8 | 3 | 0
- O=C(OCC(=O)N(CCc1ccccc1)Cc1ccccc1)c1ccccc1NCCO
  -2 | -5 | 0.1 | 27 | x | x | -3 | 3
- NC(=O)C1CCN(C(=O)C2CCC(=O)N(CC3CCCCC3)C2)CC1 (stereo not given)
  -4 | -7 | 1.4 | -4 | -12 | -5 | -7 | -2
- CC(C)CNC(=O)c1ccc(NC(=O)c2cccs2)cc1
  -3 | 0 | x | 12 | -12 | 2 | 15 | -2
- CC(C)C(CC(=O)N1CCCCC1)C1CCOC(C)(C)C1 (stereo not given)
  4 | x | -0.2 | -1 | 13 | -9 | 3 | x
- Fc1cccc(-c2n[nH]c(=S)n2-c2ccccc2)c1
  -1 | -9 | x | 1 | x | 3 | -1 | -2
- Cc1ccc(S(=O)(=O)N2CCCCC2)cc1NC(=O)COC(=O)Cc1cccc(C(F)(F)F)c1
  0 | x | 18 | 4 | -4 | 0 | 4 | x

Assay outcomes (PubChem BioAssay)
